High-throughput results as filed in PubChem.
DENV2 CPE: inhibitors of DENV2 cytopathic effect; DENV2-infected cells, cytopathic effect rescue, plate reader; CPE inhibition, % at 9.99 µM; actives 1.7% (n = 350,000); AID 651640; in the data active = CPE inhibition above about 20%, passing the limit was not always enough; inconclusive = no clear call, values can overlap the other calls; tested in BHK-21 cells;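 also: 0% = median of neutral control wells and 100% = median of positive control wells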
S100A4 inh HTS: inhibitors of human S100A4 binding to myosin IIA peptide. S100A4/TAMRA-MyoIIA peptide fluorescence polarization. AID 652163. inhibition, % at 10.7 µM. P26447. actives 0.14% (n = 360,000);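 active = mean inhibition of at least 70% across replicates, with every replicate also reaching that level; inconclusive = mean inhibition reaches 70% but some replicates fall short; inactive = mean inhibition below 70%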
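Material: S100A4 monomer protein / Buffer or medium: 50 mM HEPES pH 7.2, 10 mM CaCl2, 100 mM KCl / Times: 5 min incubation before reading / Benchmarks: neutral control DMSO, positive control TFP / Reagent: labelled myosin peptide probe, 5 nM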
SIRT5 block: blocks human SIRT5 desuccinylation of peptide. Q9NXA8. Purified SirT5, succinyl-peptide AMC, trypsin-coupled fluorescence. inhibition, % at 15 µM. actives 1.1% (n = 330,000); in the data active = inhibition above about 15%; inconclusive = no clear call, values can overlap the other calls
PglD inh: PglD (C. jejuni) enzyme inhibition; purified PglD enzyme, DTNB colorimetric CoA detection; inhibition, % at 12.5 µM; actives 0.098% (n = 360,000); in the data active = inhibition above about 16%, passing the limit was not always enough; inconclusive = no clear call, values can overlap the other calls; also: strong numbers were not always called active
E-sel inducer: E-selectin induction on HUVECs | P16581 | HUVEC E-selectin immunofluorescence imaging; normalized: neutral wells 0, TNF-alpha wells 100 | activation, % at 7.58 µM | actives 0.37% (n = 260,000);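 active = mean E-selectin-positive cell signal at least 10% of the positive control, reached in at least 60% of replicates, without over 20% cell loss; inconclusive = no rule given, readout overlaps actives, possibly toxicity-flagged; inactive = the rest, including those meeting only one limit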;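 also: in these data hits start at about 27%; measured in HUVEC primary endothelial cells; signal is the percent of cells scored E-selectin positive by PE staining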
Target sequence (P16581 whole entry, looked up): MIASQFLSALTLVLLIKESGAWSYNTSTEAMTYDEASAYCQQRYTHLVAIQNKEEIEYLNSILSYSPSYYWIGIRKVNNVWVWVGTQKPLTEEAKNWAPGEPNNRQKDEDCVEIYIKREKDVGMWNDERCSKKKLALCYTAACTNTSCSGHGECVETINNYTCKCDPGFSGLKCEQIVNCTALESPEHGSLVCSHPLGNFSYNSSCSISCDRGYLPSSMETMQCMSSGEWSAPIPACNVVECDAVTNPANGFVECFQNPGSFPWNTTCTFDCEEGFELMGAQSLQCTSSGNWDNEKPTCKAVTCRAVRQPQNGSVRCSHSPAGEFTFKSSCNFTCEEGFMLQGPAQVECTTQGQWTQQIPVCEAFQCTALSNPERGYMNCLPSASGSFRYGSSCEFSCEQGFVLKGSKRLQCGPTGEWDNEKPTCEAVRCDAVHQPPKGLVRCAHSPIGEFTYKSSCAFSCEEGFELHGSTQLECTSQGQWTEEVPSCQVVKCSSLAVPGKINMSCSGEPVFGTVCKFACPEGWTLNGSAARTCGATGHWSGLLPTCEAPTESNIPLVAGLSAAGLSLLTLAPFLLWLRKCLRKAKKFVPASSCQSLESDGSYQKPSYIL
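Material: HUVEC primary endothelial cells; Amount: 3,000 cells per well; Dosing: single concentration; Medium: EGM-2 growth medium on 0.1% gelatin-coated wells; Read-out basis: percent E-selectin-positive cells; Signal: immunofluorescence imaging; Control set: TNF-alpha, DMSO.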
ERp5 inh: inhibitors of human ERp5; ERp5 insulin aggregation, absorbance 650 nm, 90 min; inhibition, % at 9.99 µM; actives 0.05% (n = 350,000); AID 651711; Q15084;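 active = mean replicate inhibition above about 25%, with every replicate also reaching it, limit read from the data, passing the limit was not always enough; inconclusive = only one of those two criteria met; inactive = neither criterion met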
Target sequence (Q15084 whole entry, looked up): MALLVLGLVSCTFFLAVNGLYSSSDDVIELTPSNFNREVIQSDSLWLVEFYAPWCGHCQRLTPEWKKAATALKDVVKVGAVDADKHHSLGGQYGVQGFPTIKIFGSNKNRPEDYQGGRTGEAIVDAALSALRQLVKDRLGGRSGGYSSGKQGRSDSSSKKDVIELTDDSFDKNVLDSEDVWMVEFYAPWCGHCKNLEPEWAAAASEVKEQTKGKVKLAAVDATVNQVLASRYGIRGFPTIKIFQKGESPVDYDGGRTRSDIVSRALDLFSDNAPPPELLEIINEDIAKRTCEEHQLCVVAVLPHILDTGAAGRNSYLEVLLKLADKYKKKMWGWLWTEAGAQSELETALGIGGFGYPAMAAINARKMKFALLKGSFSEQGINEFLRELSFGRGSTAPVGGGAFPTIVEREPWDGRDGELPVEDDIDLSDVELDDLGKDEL
C2C12 statin: protects C2C12 myotubes from simvastatin toxicity; ATP luminescence, 48 h; scaled: DMSO 0, geranylgeraniol control 100; rescue of ATP level, % at 7.49 µM; actives 0.78% (n = 330,000);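 active = mean ATP rescue above about 67%, or every replicate alone reaching that limit, limit read from the data, passing the limit was not always enough; inconclusive = no clear call, values can overlap the other calls; inactive = mean under the limit and some replicate under it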;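 also: myotubes were challenged with 10 µM simvastatin during compound exposure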
* = called active by the depositor; ? = inconclusive; / = not tested or not shown. An excerpt; count on the stated rates, not on these rows.

Results follow in this order: DENV2 CPE, S100A4 inh HTS, SIRT5 block, PglD inh, E-sel inducer, ERp5 inh, C2C12 statin
C=CCNC(=O)c1ccc2nc(Cc3ccc(OC)cc3)oc2c1
  0.7, -4.6, 1.4, -3.5, /, -0.2, -5.5
Nc1ncn(CC(=O)c2ccccc2)n1
  2.6, -1.1, -0.4, /, /, 5.5, /
CN(C)CCOC(=O)C12CC3(C)CC(C)(CC(C)(C3)C1)C2
  1.3, -2.1, -4.3, /, /, 3.7, -3.6
COc1ccc(CCNC(=O)c2cc([N+](=O)[O-])ccc2N2CCOCC2)cc1
  0.9, 1.6, 0.9, /, 0.3, -1.6, 4.0
O=S(=O)(Nc1ccc(Cc2ccncc2)cc1)c1cccs1
  -4.2, 0.0, 5.3, 0.7, /, 0.7, 1.9
C[C@H](NC(=O)[C@@H]1Cc2ccccc2CN1C(=O)OC(C)(C)C)C(=O)NCC1CCCO1 (some centres undefined)
  4.8, -15.4, -5.5, -2.8, /, -7.5, 20.8
O=C(NCc1cccnc1)c1ccccc1-c1nc(-c2ccccc2)no1
  -4.2, -5.7, -0.3, /, 3.5, 3.6, /
COc1ccc(S(=O)(=O)N2CCOCC2)cc1NC(=O)COc1ccc2ccc(=O)oc2c1
  2.7, -11.0, /, -2.5, -1.5, 1.7, 2.6
C[C@H]1CN([C@@H](C)CO)C(=O)c2cc(NC(=O)NC3CCCCC3)ccc2O[C@H]1CN(C)Cc1ccc(C(F)(F)F)cc1
  11.5, 6.3, 4.5, 1.2, -0.4, -8.7, -40.1
COC(=O)CCN1CCN(S(=O)(=O)c2ccc3c(c2)OCCO3)CC1
  4.7, 0.8, -5.7, -5.0, -0.4, -3.4, -1.9
O=C(C[C@H]1C=C[C@@H](NC(=O)C2CCOCC2)[C@@H](CO)O1)NCc1ccccc1Cl
  5.3, 0.4, 3.3, /, -1.4, 3.3, /
O=C(NCc1ccccc1F)C1CCCN1C(=O)Nc1ccc(F)cc1 (centres undefined)
  ?, -0.2, -0.1, 0.9, /, 0.6, 10.8
C=CCOC(=O)Cn1cnc2c(sc3nc(C)cc(C)c32)c1=O
  12.3, 2.1, -5.4, -2.8, 1.3, 5.5, -5.7
Cc1ccc(S(=O)(=O)N(C)C[C@H]2Oc3cc(Br)ccc3S(=O)(=O)N([C@@H](C)CO)C[C@H]2C)cc1
  1.6, -12.6, 9.5, 1.4, 0.1, 2.0, -18.5
CCC1=C2CC[C@H]3C(=O)N(C)C(=O)[C@H]3[C@H]2[C@@]2(Cc3ccccc3)C(=NCCOC)OC(=O)N2C1=O
  40.3*, 2.3, -0.3, 0.9, -0.1, -3.4, 11.3
COc1cc(S(=O)(=O)Nc2cccc3cn[nH]c23)c(OC)cc1C
  -7.2, 1.3, 0.0, -1.6, 0.4, 0.0, 0.9
O=C(Nc1cccc([N+](=O)[O-])c1)c1cc(S(=O)(=O)N2CCOCC2)cs1
  -8.0, -0.3, -1.4, 0.3, 0.0, 0.7, /
C[C@H](CO)N1C[C@H](C)[C@H](CN(C)C(=O)CC2CC2)Oc2cc(-c3cccnc3)ccc2S1(=O)=O
  -8.5, 4.8, 1.4, 2.3, -0.3, -2.1, -0.6
COc1ccc(S(=O)(=O)N2CCCC(N(C)CCc3ccccc3)C2)cc1OC (centres undefined)
  0.9, 0.2, -1.4, 0.9, 15.3, 0.2, 2.4
COc1cc(CNCCCN2CCOCC2)c(Br)cc1OC(C)C
  16.0, -8.5, /, -5.6, /, 2.5, 11.2

(next part)
Results follow in this order: DENV2 CPE, S100A4 inh HTS, SIRT5 block, PglD inh, E-sel inducer, ERp5 inh, C2C12 statin
COc1ccc(NC(=O)N(C)C[C@@H]2Oc3ccc(NS(C)(=O)=O)cc3C(=O)N([C@@H](C)CO)C[C@H]2C)cc1
  13.7, -15.8, -1.8, 2.7, 0.0, -0.1, -16.7
COC(=O)[C@@H]1C[C@H]1[C@@H](NC(=O)c1cc(C)on1)c1ccccc1
  -10.8, -2.3, /, -4.1, 0.8, -0.7, 14.1
CC(=O)O[C@H]1CSC[C@H]1NC(=O)c1ccccc1
  /, 1.9, /, 5.3, /, /, 11.8
C[C@@H]1CN([C@@H](C)CO)C(=O)Cc2cc(NC(=O)CCC(F)(F)F)ccc2O[C@H]1CN(C)S(C)(=O)=O
  1.6, 13.6, -3.7, 1.6, 0.0, 0.3, 3.1
CN1c2ccccc2C(=O)/C(=C\Nc2ncccn2)S1(=O)=O
  2.5, -2.9, -4.7, -1.0, 0.4, 5.2, /
O=C(C[C@H]1C[C@@H]2c3cc(NC(=O)c4cccnc4)ccc3O[C@@H]2[C@H](CO)O1)NC1CCCCC1
  6.8, -4.6, 0.7, -3.4, 0.6, 1.3, 2.1
Cc1cc(C(=O)N2CCCC(Nc3ccccc3)C2)c2ccc(F)cc2n1 (centres undefined)
  6.1, 0.8, -1.3, 4.8, /, 3.9, 20.5
C[C@@H]1CN([C@H](C)CO)C(=O)c2cc(-c3ccccc3F)cnc2O[C@@H]1CN(C)C
  -8.9, -2.8, -1.4, 4.2, -0.5, -6.4, 9.8
O=C(O)c1cc(S(=O)(=O)N2CCCCC2)ccc1Cl
  -3.5, -1.4, -0.4, 2.6, -1.8, 1.2, -1.1
COc1ccccc1NS(=O)(=O)c1cc(NC(=O)C2CCC2)ccc1N1CCCCC1
  -6.2, -5.8, -6.1, -8.6, -3.1, 7.4, 15.2
COc1ccc(-c2ccc3c(c2)[C@@H]2C[C@H]4[C@@H](C(=O)N2CC3)[C@H](C)ON4C)cc1
  3.0, -8.1, -1.6, -1.0, /, 0.4, -8.6
CCC(=O)c1ccc(OCC(=O)OCC(=O)NCc2cccs2)cc1
  18.9, 3.3, 0.4, -3.1, 1.6, 6.5, 2.3
CC(C)C#Cc1cnc2c(c1)C(=O)N([C@H](C)CO)C[C@H](C)[C@H](CN(C)Cc1ccccc1F)O2
  2.1, -0.2, -1.2, -4.3, -0.3, 1.2, 8.5
CC1(C(=O)NC2CCCC2)CCC(=O)N1CCOc1ccccc1 (centres undefined)
  9.1, 0.2, -8.4, -3.7, 0.1, 2.5, 0.5
CS(=O)(=O)Nc1ccc2c(c1)[C@@H]1C[C@@H](CC(=O)NCc3ccc(Oc4ccccc4)cc3)O[C@@H](CO)[C@@H]1O2
  -0.1, -3.4, 1.2, -3.5, -0.6, 8.3, -8.4
CCc1nnc(NC(=O)C2CCC(CNc3c(N4CCCCC4)c(=O)c3=O)CC2)s1 (centres undefined)
  2.9, -0.4, -5.9, -2.4, -0.1, -7.5, /
Cc1ccc(CNC(=O)CN(C)S(=O)(=O)c2ccc(F)cc2)cc1
  -3.5, 2.7, -2.6, /, /, 3.1, /
COc1cc(CNc2cccc3[nH]c(C(F)(F)F)nc23)cc(OC)c1
  ?, -5.4, -1.2, -1.4, 0.1, 1.2, -4.7
CC(NC(=S)NCCc1ccccc1)C(c1cccs1)N1CCN(C)CC1 (centres undefined)
  -0.1, 2.7, -2.8, -0.5, 0.2, 9.9, -4.3
O=C(CCCN1C(=O)S/C(=C/c2ccccc2)C1=S)Nc1ccc(C(=O)O)cc1
  1.1, -4.8, -0.3, -4.5, -2.2, 7.2, -25.6

Reprinted at random: two entries already listed.
Results follow in this order: DENV2 CPE, S100A4 inh HTS, SIRT5 block, PglD inh, E-sel inducer, ERp5 inh, C2C12 statin
COC(=O)CCN1CCN(S(=O)(=O)c2ccc3c(c2)OCCO3)CC1
  4.7, 0.8, -5.7, -5.0, -0.4, -3.4, -1.9
COc1cc(CNCCCN2CCOCC2)c(Br)cc1OC(C)C
  16.0, -8.5, /, -5.6, /, 2.5, 11.2

Later entries.
Results follow in this order: DENV2 CPE, S100A4 inh HTS, SIRT5 block, PglD inh, E-sel inducer, ERp5 inh, C2C12 statin
Cc1ccc(-n2nc(C)c(/C=N/NC(=O)c3cccs3)c2Cl)cc1
  6.2, 3.3, /, /, /, 0.4, /
C[C@H](CO)N1C[C@H](C)[C@H](CN(C)S(=O)(=O)c2ccc(Cl)cc2)Oc2ccc(NC(=O)Cn3cnnn3)cc2CC1=O
  -0.6, 16.3, -3.0, -0.7, -0.1, 9.0, -60.5
O=C(CN1C(=O)CCC1=O)Nc1nc(-c2ccc(Oc3ccccc3)cc2)cs1
  -0.3, -1.3, 1.5, /, /, 5.7, /
Cc1ccc(C)c(Nc2ncnc3nc[nH]c23)c1
  8.6, -7.9, -1.2, 1.6, 0.0, -1.1, 2.2
Cc1noc(C)c1S(=O)(=O)Nc1ccc2c(c1)C(=O)N([C@H](C)CO)C[C@H](C)[C@@H](CN(C)Cc1ccccc1)OCCCC[C@H](C)O2
  2.6, 7.2, -1.0, 0.8, -0.2, 5.7, /
COc1ccc(C(=O)NNC(=O)C(=O)/C=C(\O)c2ccc(C)cc2)cc1
  5.8, 7.6, -2.4, /, 0.2, 2.9, -2.3
COc1ccc(NC(=O)Oc2ccccc2)cc1Cl
  3.3, 3.3, 0.5, -1.0, /, -0.2, -10.8
C#CCOC(=O)c1ccccc1C(=O)N(CC)CC
  -3.8, 2.8, 4.3, 5.9, /, 2.3, 103.8*
CCC(C)(C)NC(=O)CN(Cc1ccc2c(c1)OCO2)C(=O)CCC(=O)Nc1cc(C)ccn1
  2.6, -0.4, -4.0, 1.2, -0.1, 2.6, -5.0
CS(=O)(=O)Nc1ccc2c(c1)[C@H]1C[C@@H](CC(=O)N3CCCCC3)O[C@H](CO)[C@H]1O2
  6.0, /, /, 0.5, 0.1, /, -1.4
CCC(=O)N1CC2(C1)[C@H](c1ccccc1)[C@@H](CO)N2Cc1ccccc1F
  4.9, 3.1, 11.7, /, 0.1, -2.7, /
CCCc1ccc(C(=O)NNc2cccc(C)c2)cc1
  -4.4, -1.3, -0.4, 5.6, 1.3, 1.0, 18.7
COCCN(C(=O)COC(=O)c1sccc1C)c1c(N)n(Cc2ccccc2)c(=O)[nH]c1=O
  -5.0, 0.6, -5.3, 3.7, 0.6, -0.4, 6.8
O=C(C[C@@H]1CC[C@@H](NC(=O)C2CC2)[C@H](CO)O1)NCc1ccccc1Cl
  4.6, 5.0, 0.2, 2.0, -0.4, -6.0, -3.1
CC(C)(C)c1cc(-c2ccccc2)n[nH]1
  2.1, 0.1, 4.5, 3.4, 0.3, -5.1, -1.3
CCOc1cc(CNCc2ccc(C(=O)O)cc2)ccc1OC
  /, -0.1, -7.7, /, /, 7.5, /
O=C1CN(S(=O)(=O)Cc2ccccc2)C[C@@H]2[C@@H](c3ccc(C#Cc4cccc(F)c4)cc3)[C@H](CO)N12
  11.2, 1.0, 10.4, /, -0.1, 2.1, /
O=C(NCc1cccnc1)C1CCC(CNS(=O)(=O)c2cccc3nsnc23)CC1 (centres undefined)
  -4.1, -2.3, -1.8, 0.3, -0.3, 2.7, -3.7
O=C(NCCc1cccc(F)c1)C1CCN(S(=O)(=O)c2ccc(F)cc2)CC1
  -2.4, -2.8, -1.3, -2.0, -0.2, 3.4, -3.7
Cc1ccc(OCC(=O)Nc2ccc(C(=O)O)cc2NC(=O)COc2ccc(C)c(C)c2)cc1C
  -3.1, -1.7, -0.4, 0.9, 0.3, 2.6, -1.6
